# hERG WT inh = blocks the wildtype human KCNH2 potassium channel. U2OS, BacMam KCNH2, thallium flux FluxOr; hits give low values. 340,000 compounds, 0.37% hits. activity change, % at 1.84 µM. AID 720551;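 active = maximum activity change below -70%; inconclusive = maximum activity change between -70% and -50%; inactive = maximum activity change above -50%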; also: % is scaled to controls: 0 for no effect and ±100 for the full control effect
#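 U2OS cells were transduced with wild-type KCNH2 virus (2.03 x 10^8 / mL) for 4 h at room temperature, then cultured overnight at 37 C. Thallium flux was read with FluxOr dye. Rate constants were normalized to DMSO controls.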
# USP2a inh = inhibitors of human ubiquitin-specific protease USP2a | USP2 core, Ub-CHOP2 coupled fluorogenic reporter, 485/531 | 330,000 compounds, 0.01% hits | Potency, µM (doses to about 38.3 µM), inactives show at the highest dose activity change, negative = inhibition, most hits filed as inhibitors | O75604;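 also: potency is read from the fitted curve at half-maximal effect; plate controls were DMSO wells for no effect and full inhibition by NEM control for full effect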
#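 USP2 core (10nM final) preincubated 30min RT with compound in 20mM Tris-HCl pH 8.0, 2mM CaCl2, 2mM beta-mercaptoethanol, 0.05% CHAPS; 25nM Ub-CHOP2 plus 25nM reporter substrate added, fluorescence (Ex485/Em531) read after 60min.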
# MLL CXXC-DNA inh = MLL CXXC-DNA interaction inhibition; Q03164; MLL-CXXC / FITC-HOXA9 DNA fluorescence polarization; Potency, µM (titrated, usually from 115 µM), without a hit: top-dose activity change, negative = inhibition, usual class: inhibitors; 290,000 compounds, 0.037% hits; AID 2662; active = well fitted inhibition curve with a large enough effect in the polarisation, with a control signal flat, not every such curve was filed as active; inconclusive = small, poorly fitted or top-dose-only effect, or effect the other way, or a change in a side signal; inactive = no such curve, though single readings can be large or run the other way; the % refers to the polarisation; also: potency is read from the fitted curve at half-maximal effect
#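 Fluorescence polarization: 7 uM MLL-CXXC (stock) preincubated 5 min with compounds, then 50 nM fluorescein-HOX-A9 DNA (stock) added; 30 min ambient. Buffer 50 mM Tris-HCl pH 7.5, 50 mM NaCl, 1 mM DTT, 0.05% BSA.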
# Menin MLL FP TR = inhibitors of human menin-MLL interaction, mutant MLL peptide | O00255 | Menin + Texas Red MLL mutant peptide, fluorescence polarization | Potency, µM (top dose mostly 61.6 µM), for the others: top-dose FP activity change, negative = inhibition, most hits filed as inhibitors | 270,000 compounds, 0.23% hits; active = well fitted inhibition curve with a large enough effect in the polarisation, with a control signal flat, not every such curve was filed as active; inconclusive = small, poorly fitted or top-dose-only effect, or effect the other way, or a change in a side signal; inactive = no such curve, though single readings can be large or run the other way; the % refers to the polarisation; also: potency is read from the fitted curve at half-maximal effect; % of control where 0% means no effect; many of its hits are not listed in these tables
# PKM2 act = PKM2 (human) enzyme activation; Potency, µM (top dose mostly 57.5 µM), for the others: at the highest dose activation, most hits filed as activators; purified PKM2, Kinase-Glo ATP luminescence, activation; response scale: 0% is enzyme alone, no compound; P14618; 260,000 compounds, 0.34% hits; also: potency is read from the fitted curve at half-maximal effect; % is scaled to controls: 0 for no effect and ±100 for the full control effect; nearly all actives have a fitted effect of over 55% in size
# Target sequence (P14618 whole entry, looked up): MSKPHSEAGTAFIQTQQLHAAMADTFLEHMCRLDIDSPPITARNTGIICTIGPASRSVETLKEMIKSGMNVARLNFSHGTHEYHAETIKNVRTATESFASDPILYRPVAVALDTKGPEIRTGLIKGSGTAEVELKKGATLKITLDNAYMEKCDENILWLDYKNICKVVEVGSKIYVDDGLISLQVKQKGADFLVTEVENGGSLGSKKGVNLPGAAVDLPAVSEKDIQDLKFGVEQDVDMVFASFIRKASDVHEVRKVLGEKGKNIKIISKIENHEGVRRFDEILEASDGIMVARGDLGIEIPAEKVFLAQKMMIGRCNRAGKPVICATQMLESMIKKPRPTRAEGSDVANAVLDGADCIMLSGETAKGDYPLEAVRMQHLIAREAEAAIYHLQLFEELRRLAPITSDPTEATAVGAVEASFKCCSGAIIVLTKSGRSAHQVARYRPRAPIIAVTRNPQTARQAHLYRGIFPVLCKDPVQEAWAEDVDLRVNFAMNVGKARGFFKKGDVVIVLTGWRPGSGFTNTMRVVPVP
#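 ATP formation by purified human PK-M2, quantified via coupled luciferase luminescence after 1 h at room temperature with 0.1 mM ADP and 0.5 mM PEP final.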
# Giardia killer = kills Giardia lamblia; Giardia lamblia trophozoite viability; activity change, % at 7.66 µM, hits read low; 340,000 compounds, 0.15% hits; AID 540267; in the data active = activity change below about -80%; inconclusive = between about -30% and that limit;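 also: parasites exposed to compound for two days anaerobically before the ATP read; % is scaled to controls: 0 for no effect and ±100 for the full control effect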
#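 Trophozoites 100 cells/well + cpd; 48 hrs, 37 deg C, anaerobic. ATPLite 1-Step added, 15-30 min RT, luminescence read (ATP-based viability).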
# TRPV1 agonist = agonists of human vanilloid receptor 1 (TRPV1). Q8NER1. TRPV1-expressing cells, Fluo-8 calcium influx, agonist mode. activation, % at 8.33 µM. 320,000 compounds, 0.19% hits; in the data active = activation above about 80%; inconclusive = between about 30% and that limit; also: 0% is about no effect
#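 Cells expressing TRPV1 were dye-loaded with Fluo-8 and read kinetically: 10 s baseline, 3 min after compound (agonist portion), then 2 min after EC20 capsaicin (allosteric enhancer portion). Calcium-bound dye fluorescence at 480/520 nm.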
# GALK inhibitor = inhibitors of human galactokinase. P51570. Purified GALK, Kinase-Glo residual ATP luminescence. Potency, µM (titrated, usually from 57.5 µM), without a hit: at the highest dose activity change, negative = inhibition, actives largely listed as inhibitors. 270,000 compounds, 0.007% hits; also: potency is read from the fitted curve at half-maximal effect; % is scaled to controls: 0 for no effect and ±100 for the full control effect
#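 Galactose (100 uM) and ATP (35 uM) were turned over by 5 nM GALK for 1 h at RT. Kinase-Glo Plus then converted the remaining ATP into a luminescent signal.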
# FBPA coupling cs = coupling enzyme interference in Giardia aldolase counter-screen; activity change, negative = inhibition, % at 58.2 µM, hits read low; AID 2472; coupling enzyme system counterscreen, AmpLite Red fluorescence; 290,000 compounds, 0.67% hits; in the data active = activity change below about -30%; also: % is scaled to controls: 0 for no effect and ±100 for the full control effect
#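 Compounds tested against the coupling enzymes alone at 57.5 uM final; readout was AmpLite Red fluorescence (525/598 nm) after 20 min at RT.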
# B2AR arrestin = beta2AR (human) beta-arrestin recruitment activity. 330,000 compounds, 0.02% hits. Potency, µM (highest dose often 46.1 µM), inactives show top-dose activation, actives largely listed as activators. beta-arrestin recruitment to beta2AR, cell-based reporter. AID 492947. P07550;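 also: potency is read from the fitted curve at half-maximal effect; 0% = DMSO controls and full agonism = EC100 isoproterenol or metaproterenol; nearly all actives have a fitted effect of over 65% in size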
# Target sequence (P07550 whole entry, looked up): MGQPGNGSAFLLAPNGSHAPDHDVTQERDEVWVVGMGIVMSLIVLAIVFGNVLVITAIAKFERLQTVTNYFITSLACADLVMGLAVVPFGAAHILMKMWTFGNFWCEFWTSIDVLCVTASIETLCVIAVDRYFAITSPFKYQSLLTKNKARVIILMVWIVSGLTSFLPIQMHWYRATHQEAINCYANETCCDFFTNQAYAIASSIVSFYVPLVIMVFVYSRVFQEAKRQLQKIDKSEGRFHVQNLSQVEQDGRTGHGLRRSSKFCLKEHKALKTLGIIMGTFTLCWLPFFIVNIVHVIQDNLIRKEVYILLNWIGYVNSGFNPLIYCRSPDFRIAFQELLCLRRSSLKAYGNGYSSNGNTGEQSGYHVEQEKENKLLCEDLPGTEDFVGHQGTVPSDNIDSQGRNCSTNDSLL
# KCNH2 3.1 block = KCNH2 3.1 (human) potassium channel inhibition; 340,000 compounds, 0.95% hits; U2OS KCNH2 3.1, thallium flux FluxOr; hits give low values; activity change, % (tested at about 1.8 µM);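 active = maximum activity change below -70%; inconclusive = maximum activity change from -70% to -50%; inactive = maximum activity change above -50%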;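 also: thallium influx rate constant from kinetic fluorescence after stimulation buffer; % is scaled to controls: 0 for no effect and ±100 for the full control effect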
#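 Thallium flux via FluxOr fluorescence (Red40 quencher, 45 min loading) in U2OS cells virally expressing the KCNH2 3.1 isoform (1.77 x 10^8 /mL virus, overnight at 37 C). Rate constants from 2-min kinetic reads post-stimulation, normalised to positive and negative controls.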
# Numbers without * were called inactive; i = inactive; ? = inconclusive; / = not tested or not shown; & = joins results of further samples; [ ] = dose if it differs, or a comment. Unless noted, calls follow the shape of the dose curve; as a rule, active = well fitted curve in the direction sought with a large enough effect; inconclusive = small, poorly fitted or top-dose-only effect, or another doubt; inactive = no such curve, though single readings can be large; an effect the other way counts as inactive or inconclusive. The list is partial; rates above refer to the full screens.
compound	hERG WT inh	USP2a inh	MLL CXXC-DNA inh	Menin MLL FP TR	PKM2 act	Giardia killer	TRPV1 agonist	GALK inhibitor	FBPA coupling cs	B2AR arrestin	KCNH2 3.1 block
COc1ccc(-n2nc(C)cc2Nc2ccccc2C(=O)O)cc1	-11	11%	-1%	/	4%	7	0	-1%	5	-0.6%	-32
N#Cc1ccc(C(c2nnnn2CCc2ccccc2)N2CCCCCC2)cc1 (stereo not given)	11	4%	0%	-6%	1%	8	2	-2%	-1	0.3%	-19
COc1cc(OC)c2c(-c3cccc(-c4cccc(N)c4)c3)cc(=O)oc2c1	-4	-2%	/	17%	/	27	/	/	-2	-0.6%	8
CCCN1CCN(S(=O)(=O)c2cn(C)nc2C)CC1	-5	2%	?	8%	0%	10	-8	3%	-2	-0.4%	2
O=C(CSc1nncs1)NCCNC(=O)CSc1nncs1	2	1%	/	/	/	-29	-2	/	/	0.1%	12
Cn1ccnc1SCC(=O)Nc1ccc2c(c1)COC2=O	4	-11%	3%	-17%	-1%	-11	-1	1%	5	-0.9%	4
COC(=O)CSc1nnc(NC(=O)c2ccc3c(c2)OCO3)s1	7	-1%	10%	-11%	-2%	?	9	1%	0	-0.5%	2
O=C1Nc2c(Br)cccc2C1=O	-12	2%	/	/	/	14	/	/	/	-0.5%	4
O=C(NCCC1=CCCCC1)c1cc(S(=O)(=O)N2CCOCC2)ccc1Cl	-3	1%	/	/	/	-12	?	/	/	0.0%	44
CC[C@H](C)[C@H](NC(=O)OCc1ccccc1)C(=O)OCC(=O)Nc1ccc(N2CCOCC2)cc1	-3	0%	/	/	/	-18	5	/	/	-0.2%	6
O=C(COC(=O)c1ccc([N+](=O)[O-])o1)NC1CCS(=O)(=O)C1 (stereo not given)	-5	1%	20%	-25%	0%	-1	0	-1%	-11	-0.2%	12
COc1ccc2nc(C)cc(SCC(=O)Nc3c(C)cccc3C)c2c1	-12	4%	13%	11%	-2%	-15	-3	1%	5	-0.8%	1
Cc1c(C(=O)N/N=C/c2ccncc2)nnn1-c1nonc1N	-16	1%	/	/	/	15	2	/	/	-0.2%	25
CN(C)CCCNC(=O)CCc1nc2ccccc2c(=O)[nH]1	1	1%	2%	-12%	4%	-6	-3	-3%	2	-0.1%	-5
CCCCC(=O)Nc1cnc(NC(=O)c2ccco2)cc1C	16	-3%	3%	-27%	-9%	17	1	18%	2	0.0%	2
Fc1cccc(F)c1/C=N/NC(=S)Nc1cccnc1	-3	-2%	-1%	-9%	-4%	15	4	-2%	1	?	-6
C/C(NC1CCCCC1)=C(/C#N)C(=O)NCCN1CCOCC1	1	2%	3%	1%	-8%	3	-1	-1%	-1	0.2%	7
COc1ccc(CC(=O)N/N=C(\C)CC(=O)Nc2ccc3c(c2)OCCO3)cc1	2	2%	2%	12%	1%	-12	10	0%	2	0.5%	-5
COc1cc(C2C3=C(CCCC3=O)Nc3ccc4ncccc4c32)ccc1O (stereo not given)	3	3%	8%	-9%	/	0	3	-7%	0	0.1%	28
CCc1ccc2[nH]c(=O)c(CN(CCCN3CCOCC3)C(=O)Nc3ccc(F)cc3)cc2c1	16	3%	4%	-31%	-3%	4	7	-6%	-1	0.5%	-23
O=S(=O)(c1cccs1)N1CCN(CC(O)COc2cccc(Br)c2)CC1 (stereo not given)	42	2%	5%	5%	18%	-4	-2	1%	0	-0.1%	-24
COc1cc(C(=O)Nc2nnc(SC)s2)c([N+](=O)[O-])cc1OC	-19	-1%	3%	-12%	1%	-19	-2	13%	-1	-0.3%	-6
O=C(Oc1cccc(OC(=O)c2ccco2)c1)c1ccco1	0	-1%	131%[activator]	0%	1%	4	0	-4%	1	-0.4%	-15
O=C(NCC(c1cccs1)N1CCOCC1)c1ccc(OCc2ccccc2)cc1 (stereo not given)	-4	-1%	/	/	/	23	6	/	/	0.1%	-18
O=C1CC(Sc2cccs2)C(=O)N1c1ccccc1 (stereo not given)	2	2%	3%	/	11%	16	0	/	-1	-1.0%	-6
Cc1ccc(N(CC(=O)NC2CCCCCC2)S(=O)(=O)c2c(C)nn(C)c2C)cc1	2	1%	3%	2%	1%	-9	-1	-1%	2	0.1%	-8
CC1(C)CC(NC(=O)Nc2ccc([N+](=O)[O-])cc2)CC(C)(C)N1	-17	0%	-6%	-6%	0%	5	-4	10%	2	-0.1%	-8
Cc1ccc(C(=O)CC(SCC(=O)O)c2ccc([N+](=O)[O-])cc2)cc1 (stereo not given)	9	4%	21%	8%	11%	-20	?	-1%	-1	0.2%	-17
CCCCOC(=O)Nc1nc(CC(=O)OCC)cs1	-6	-1%	-1%	-1%	-19%	-15	2	-2%	-1	0.2%	-19
Cc1ccc(S(=O)(=O)NC(CC(=O)NCc2ccco2)c2ccco2)cc1 (stereo not given)	0	3%	-6%	-12%	-10%	24	-3	-4%	1	-1.6%	5

# Following part.
compound	hERG WT inh	USP2a inh	MLL CXXC-DNA inh	Menin MLL FP TR	PKM2 act	Giardia killer	TRPV1 agonist	GALK inhibitor	FBPA coupling cs	B2AR arrestin	KCNH2 3.1 block
COc1ccc(S(=O)(=O)Nc2cc3c4c(oc3c3ccccc23)CC(C)(C)CC4=O)cc1	12	1%	9%	-9%	-4%	10	25	/	-20	-3.6%	-6
O=C(NCc1ccccc1)NC1(C(=O)N2CCN(c3ncccn3)CC2)CCCCC1	-7	1%	-1%	22%	-4%	15	3	1%	5	-0.9%	-19
COCCNC(=O)/C(C#N)=C/c1ccc2c(c1)OCO2	10	0%	?	12%	-32%	2	1	-1%	0	0.3%	1
N#Cc1cc(Cl)c(NCC2CCCO2)cc1C#N (stereo not given)	11	-4%	-5%	17%	0%[11.5 µM]	-6	-3	9%	2	-0.5%	14
CC(C)CNC(=O)C1CCN(S(=O)(=O)c2ccc(-n3cnnn3)cc2)CC1	-7	0%	11%	-9%	/	0	-2	7%	3	-0.3%	-4
Cc1ccc(NC(=O)CCC(=O)NNC(=O)Cc2ccccc2)cc1C	-6	0%	2%	/	-8%	-19	/	-2%	-4	-3.0%	-7
Cc1cccnc1	-1	1%	/	/	/	29	-2	/	/	-2.7%	11
Cc1ccc(-n2nnnc2SCC(=O)NCC2(N3CCCCC3)CCCCC2)c(C)c1	6	-1%	/	/	/	9	1	/	/	-0.2%	?
Cc1ccccc1OC(=O)Cn1c(C(F)(F)F)nc2ccccc21	-12	1%	5%	-6%	4%	-6	9	0%	5	-0.1%	6
Cc1c(C)c2ccc(OCC(=O)NCc3ccccn3)cc2oc1=O	-9	0%	0%	?	11%	25	7	0%	1	0.2%	10
CCN(CC)c1ccc2cc(C(=O)Nc3cccnc3N3CCOCC3)c(=O)oc2c1	/	-1%	8%	9%	-5%	/	1	-1%	-6	-0.6%	/
COc1ccc(CCN(C)C(=O)COC(=O)/C=C/c2ccc(C)o2)cc1OC	-1	1%	/	/	/	7	-1	/	/	-0.1%	3
CCCCNC(=O)Cn1cnc([N+](=O)[O-])n1	/	3%	9%	5%	0%	-28	-2	0%	-3	-0.9%	?
CCCCCC1CCC(C(=O)N2CCOCC2)CC1 (stereo not given)	4	1%	1%	-17%	?	13	94*	0%	2	-1.2%	-3
COc1cccc(/C=N/NC(=O)c2ccc(COc3ccc(Cl)cc3Cl)o2)c1	-2	3%	3%	3%	-2%	4	0	0%	2	3.4%	-12
Nc1ccccc1-n1cccc1	-6	1%	4%	/	7%	-7	2	-3%	-1	-0.1%	6
Cc1ccc(C(=O)NCc2ccc(Cl)c(Cl)c2)o1	3	-1%	1%	1%	-2%	15	?	6%	2	0.4%	7
N/C(=N\OC(=O)CCC(=O)O)c1ncc(C(F)(F)F)cc1Cl	0	2%	2%	-1%	-6%	-3	0	7%	2	-0.1%	-15
OCC1(CCc2ccccc2)CCN(Cc2cnc(N3CCCC3)s2)CC1	6	0%	-2%	?	3%	1	7	-2%	-1	-0.1%	-3
Cc1ccc(S(=O)(=O)N2CCC(=O)N(CCOC(=O)Nc3ccc(C)c(C)c3)CC2)cc1	1	-4%	-4%	1%&-17%	-16%	1	0	/	2&-4	-0.8%	39
O=C(CCCN1C(=O)c2ccccc2C1=O)N1CCOCC1	i	3%	-1%	1%	3%	3	1	12%	2	-0.8%	3
O=S(=O)(c1ccccc1)N1CCN(c2nc3ccccc3s2)CC1	-2	1%	17%	-10%	10%	14	2	0%	4	-0.8%	3

# Screening results from PubChem.
